Screening data: PubChem, National Center for Advancing Translational Sciences (NCATS)
A-T KAP1 phos – qHTS Assay for Identifying a Potential Treatment of Ataxia-Telangiectasia; […] A-T fibroblasts, KAP-1 phosphorylation AlphaLISA; neocarzinostatin DNA damage 30 min before lysis; 0.19% of 320,000 active; Potency, µM (series often up to 57.5 µM), inactives show at the top dose activation, hits mostly activators; also: potency is read from the fitted curve at half-maximal effect; % of control where 0% means no effect; nearly all actives have a fitted effect of over 45% in size
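ATM-like activity read as KAP-1 phosphorylation via AlphaLISA donor/acceptor antibody pairs after lysis and 6 hr at 25C. Cells were ATM-null patient fibroblasts ([…], hTERT), dosed 60 min, then exposed to the DSB inducer NCS for 30 min.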
Mito fusion yeast – qHTS Assay for Small Molecule Inhibitors of Mitochondrial Division or Activators of Mitochondrial Fusion; Potency, µM (titrated, usually from 46.1 µM), inactives show at the highest dose growth rescue (activation), usual class: activators; AID 485298, 2010; S. cerevisiae fusion-defective mutant growth rescue, CellTiterGlo 48 h; 0.23% of 320,000 active;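 also: potency is read from the fitted curve at half-maximal effect; % of control where 0% means no effect; nearly all actives have a fitted effect of over 45% in size; temperature-sensitive fusion mutants such as fzo1-1 at 37 °C on non-fermentable ethanol glycerol medium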
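Read-out: ATP-based luminescence (CellTiterGlo, 10 min ambient) reporting growth of fusion-defective ts yeast after 48 hours at 37C on glycerol/ethanol YPEG medium in the presence of compound.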
TSHR antagonist – Antagonists of the Thyroid Stimulating Hormone Receptor: HTS campaign | Thyrotropin receptor (Homo sapiens), P16473 | TSHR-expressing cells, TSH-stimulated cAMP HTRF, 2 h; hits give low values | activity change, negative = inhibition, % at 11.5 µM | 0.2% of 330,000 active | AID 504810, 2011;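 active = activity change below a set negative limit, meaning inhibition stronger than a set level, cut at about -70% in these data; inconclusive = activity change between two set negative limits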; also: % is scaled to controls: 0 for no effect and ±100 for the full control effect
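TSHR-expressing cells, 200/well, pre-treated with compound, then stimulated with EC80 TSH (4nM final) for 2 hours at 37 deg C. cAMP measured by competitive HTRF: anti-cAMP cryptate antibody in lysis buffer plus cAMP-d2, read after 30 minutes at room temperature.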
TCR act – Activators of T cell receptors: qHTS campaign | primary human leukocytes, anti-CD3, IL-2 HTRF, 48 h | Potency, µM (titrated, usually from 9.22 µM), for the others: top-dose activation of IL-2 secretion, hits mostly activators | 330,000 tested, under 10 active | AID 504894, 2011; also: % of control where 0% means no effect
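HTRF read-out of IL-2 secretion: europium cryptate donor excited at 320nm, d2 acceptor emission at 665nm. Cells were primary human leukocytes incubated 48 hr with compounds and a-CD3 beads, supplying TCR signal only.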
Tb PFK block – qHTS Assay to Find Inhibitors of T. brucei phosphofructokinase; Potency, µM (series often up to 57.5 µM), for inactives: at the highest dose activity, negative = inhibition, hits mostly inhibitors; T. brucei PFK, ADP-Glo luminescence; ATP-dependent 6-phosphofructokinase (Trypanosoma brucei brucei), O15648; AID 485367, 2010; 0.17% of 330,000 active;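 also: potency is read from the fitted curve at half-maximal effect; 0% = uninhibited 1x PFK enzyme wells and -100% = no-enzyme wells; nearly all actives have a fitted effect of over 60% in size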
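PFK 1.25 nM, F6P 0.5 mM, ATP 0.1 mM, 0.1 M TEA pH 8.0, 5 mM MgCl2, 0.01% Tween20, 0.1% BSA; 45 min RT. ADP-Glo readout. qHTS titration up to 57 uM; curves fitted, compounds curve-classed.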
ELG1 DNA repair – qHTS screen for small molecules that inhibit ELG1-dependent DNA repair in human embryonic kidney (HEK293T) cells expressing luciferase-tagged ELG1 | HEK293T ELG1-luciferase reporter, luminescence, 16 h; DNA damage induced by 5-fluorouridine | Potency, µM (titrated, usually from 46.1 µM), without a hit: at the top dose activity change, negative = inhibition, hits mostly inhibitors | 2.3% of 330,000 active | AID 504467, 2011; also: potency is read from the fitted curve at half-maximal effect; % is scaled to controls: 0 for no effect and ±100 for the full control effect; nearly all actives have a fitted effect of over 55% in size
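Luminescence from the luciferase reporter, measured 30 min after ONE-Glo reagent at room temperature, was the read-out. Beforehand, 2,000 cells per well were exposed for 16 hr at 37 °C to 5-fluorouridine together with compound or vehicle.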
S-ASM inh – Inhibitors of Secretory Acid Sphingomyelinase (S-ASM): qHTS | Sphingomyelin phosphodiesterase (Homo sapiens), P17405 | placental ASM, HMU-PC fluorogenic substrate, 60 min | Potency, µM (series often up to 57.5 µM), inactives show at the top dose activity change, negative = inhibition, hits mostly inhibitors | 0.006% of 340,000 active | AID 504937, 2011; also: potency is read from the fitted curve at half-maximal effect
Target sequence (P17405 47-631 limits assumed): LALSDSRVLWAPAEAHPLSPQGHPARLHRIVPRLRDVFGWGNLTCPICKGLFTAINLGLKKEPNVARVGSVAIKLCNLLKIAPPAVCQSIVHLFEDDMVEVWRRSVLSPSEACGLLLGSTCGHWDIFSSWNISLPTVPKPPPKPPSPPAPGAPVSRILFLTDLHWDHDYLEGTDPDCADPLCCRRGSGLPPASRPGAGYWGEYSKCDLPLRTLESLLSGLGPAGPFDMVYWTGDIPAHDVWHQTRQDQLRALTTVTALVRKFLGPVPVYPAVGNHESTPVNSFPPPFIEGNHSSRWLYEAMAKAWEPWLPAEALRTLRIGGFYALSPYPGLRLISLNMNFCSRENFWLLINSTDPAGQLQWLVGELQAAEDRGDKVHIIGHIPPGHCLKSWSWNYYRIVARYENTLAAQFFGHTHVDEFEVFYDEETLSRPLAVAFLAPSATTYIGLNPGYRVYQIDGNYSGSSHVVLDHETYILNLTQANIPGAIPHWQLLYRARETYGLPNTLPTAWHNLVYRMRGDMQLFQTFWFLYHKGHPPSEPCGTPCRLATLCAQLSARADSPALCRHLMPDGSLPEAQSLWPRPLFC
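qHTS format. ASM enzyme prepared from human placenta hydrolyses the fluorogenic substrate HMU-PC0 (9 uM final) over 60 min at 37 °C after a 10 min compound preincubation.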
a7 integrin act – qHTS for Activators of Integrin-Mediated Alleviation for Muscular Dystrophy; AID 624291, 2012; alpha7betagal myoblasts, beta-gal FDG fluorescence, 48 h; Potency, µM (titrated, usually from 38.3 µM), without a hit: at the highest dose activation, actives largely listed as activators; 0.064% of 350,000 active;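 also: potency is read from the fitted curve at half-maximal effect; 100% = response of the positive control SU9516; nearly all actives have a fitted effect of over 60% in size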
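Alpha7betagal+/- myoblasts (passage 13) were plated 16-24 hr, then exposed to compounds (1:260 dilution of DMSO stock) for 48 hours at 37C. After MPER lysis, β-galactosidase reporter activity was read as FDG fluorescence (ex 480/em 540) after 30 minutes.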
Eya2 inh – qHTS Assay for Inhibitors of the Phosphatase Activity of Eya2 | Potency, µM (top dose mostly 76.9 µM), for the others: at the highest dose activity, negative = inhibition, usual class: inhibitors | AID 488837, 2010 | recombinant Eya2, OMFP fluorescence dephosphorylation (OMFP is methylfluorescein phosphate) | Protein phosphatase EYA2 (Homo sapiens), O00167 | 0.006% of 330,000 active; also: potency is read from the fitted curve at half-maximal effect; % is scaled to controls: 0 for no effect and ±100 for the full control effect
Target sequence (O00167 whole entry, looked up): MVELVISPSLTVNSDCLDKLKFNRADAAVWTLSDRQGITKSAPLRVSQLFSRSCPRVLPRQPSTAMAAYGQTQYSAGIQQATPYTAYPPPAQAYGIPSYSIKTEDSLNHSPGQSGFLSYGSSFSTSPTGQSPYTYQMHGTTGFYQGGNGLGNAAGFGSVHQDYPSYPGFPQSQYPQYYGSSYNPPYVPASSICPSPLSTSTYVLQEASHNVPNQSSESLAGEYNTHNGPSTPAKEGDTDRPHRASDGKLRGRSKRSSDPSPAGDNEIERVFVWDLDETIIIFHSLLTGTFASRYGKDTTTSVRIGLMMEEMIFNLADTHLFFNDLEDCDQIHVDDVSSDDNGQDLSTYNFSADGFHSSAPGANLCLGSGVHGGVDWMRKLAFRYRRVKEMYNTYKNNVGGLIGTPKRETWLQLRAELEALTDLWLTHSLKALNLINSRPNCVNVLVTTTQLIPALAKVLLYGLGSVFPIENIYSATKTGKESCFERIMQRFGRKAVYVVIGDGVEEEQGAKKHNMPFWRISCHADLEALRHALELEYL
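Eya2 (0.2 uM) preincubated 10 min at ambient with compound, then OMFP substrate added at 50 uM; 10 min reaction in 50 mM HEPES pH 7.5, 50 mM NaCl, 5 uM MgCl2, 0.05% BSA, 1 mM DTT. Fluorescence read at Ex 485/Em 525 nm.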
BCR signal inh – qHTS Assay to Find Inhibitors of Chronic Active B-Cell Receptor Signaling; ABC-DLBCL IkBa-CBG/CBR reporter, luminescence ratio, 4 h; 0.05% of 340,000 active; Potency, µM (top dose mostly 46.1 µM), inactives show at the highest dose ratio change, negative = lower green/red ratio, most hits filed as inhibitors; active = well fitted inhibition curve with a large enough effect in the signal ratio, with a control signal flat, not every such curve was filed as active; inconclusive = small, poorly fitted or top-dose-only effect, or effect the other way, or a change in a side signal; the % refers to the signal ratio;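 also: potency is read from the fitted curve at half-maximal effect; plate controls were basal doxycycline-induced cells for no effect and cells given 10 µM MG132 for full effect; MG132 reads +100%, hits lower the ratio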
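Cell line TMD8 (human ABC DLBCL), stably expressing tet-inducible CBG68-IkBa fusion and CBR; IMDM/0.5% FBS; cpd up to 46 uM; dox induction, 4 h, 37C/5% CO2; dual luminescence; green/red ratio; MG132 control.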
PTAP TSG101 blk – qHTS Assay for Iinhibitors of HIV-1 Budding by Blocking the Interaction of PTAP/TSG101. Tumor susceptibility gene 101 protein (Homo sapiens), Q99816. Fluorescence polarization, FITC-PTAP peptide / Tsg101 binding. Potency, µM (doses to about 115 µM), for the others: top-dose activity change, negative = inhibition, hits mostly inhibitors. 340,000 tested, under 10 active. AID 493005, 2010; active = well fitted inhibition curve with a large enough effect in the main read-out, with a control signal flat, not every such curve was filed as active; inconclusive = small, poorly fitted or top-dose-only effect, or effect the other way, or a change in a side signal; inactive = no such curve, though single readings can be large or run the other way; also: potency is read from the fitted curve at half-maximal effect; % of control where 0% means no effect
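FP read-out: FITC-PTAP peptide, 50 nM final, binding Tsg101 binding domain, 10 uM final; 20 min, r.t.; 10 mM HEPES pH 7.5, 0.15 M NaCl, 0.01% Tween 20, 3 mM EDTA, 0.1 mM TCEP.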
* marks the source's active call; other numbers are inactive results; ? = inconclusive; / = not tested or not shown; [ ] = another dose, or the depositor's remark. Unless noted, calls follow the shape of the dose curve; as a rule, active = well fitted curve in the direction sought with a large enough effect; inconclusive = small, poorly fitted or top-dose-only effect, or another doubt; inactive = no such curve, though single readings can be large; an effect the other way counts as inactive or inconclusive. No enrichment for hits; any-hit rate near 3.2%.

SMILES	A-T KAP1 phos	Mito fusion yeast	TSHR antagonist	TCR act	Tb PFK block	ELG1 DNA repair	S-ASM inh	a7 integrin act	Eya2 inh	BCR signal inh	PTAP TSG101 blk
Nn1cc(-c2ccccc2)nc1SCC(=O)Nc1ccc2c(c1)OCO2	-2%	-1%	10	-4%[46.1 µM]	-1%	-2%	-1%	-5%	0%	7%	-1%
CN(C1=NS(=O)(=O)c2ccccc21)c1ccc(OC(=O)c2ccncc2)cc1	5%	-11%	14	0%	1%	-6%	-3%	-11%	-19%	4%	-5%
COc1ccc(CN(C)CC(=O)Nc2sc3c(c2C#N)CCC3)cc1OC	6%	-32%[inhibitor]	-4	-4%	-8%	?	-5%	-47%[inhibitor]	1%	1%	-3%
COC(=O)c1c(NC(=O)/C=C/c2ccc3c(c2)OCO3)sc(C)c1C	0%	0%	7	8%[46.1 µM]	5%	27%	30%[activator]	-16%	2%	?	0%
CCCc1cc(=O)[nH]c(SCC(=O)N(C)C2CCCCC2)n1	-29%	-1%	12	9%	-2%	10%	-1%	-4%	14%	13%	3%
CCOc1ccc(CNC(=O)CCC(=O)n2ncc3ccc(Cl)cc32)cc1	1%	-5%	6	-9%	-3%	25%	-2%	-16%	-1%	-8%	1%
CCOC(=O)CSc1cccc2cccnc12	9%	-1%	4	-1%[46.1 µM]	-6%	?	11%	-46%[inhibitor]	2%	?	-5%
CCc1nc2ccc(C(=O)N3CCN(c4ccc([N+](=O)[O-])cc4)CC3)cc2nc1CC	-16%	-2%	-10	-1%	-11%	?	-28%	-35%	-3%	?	0%
CC1CC(C)CN(C(=O)C2CCN(S(=O)(=O)c3cccc4cccnc34)CC2)C1 (stereo not drawn)	6%	24%	-2	2%	-2%	-4%	0%	-12%	-3%	0%	-3%
O=C(N/N=C/c1ccc(-c2ccc([N+](=O)[O-])cc2)o1)C(O)c1ccccc1 (stereo not drawn)	-2%	-2%	-2	10%[46.1 µM]	-7%	?	-3%	5%	-17%	-27%	3%
CCOC(=O)N1CCN(C(=O)COC(=O)CNC(=O)c2ccc(Cl)cc2Cl)CC1	-3%	-2%	-4	0%	-7%	16%	3%	0%	15%	7%	-1%
O=S(=O)(NC(=NCc1ccccc1)c1ccccc1)c1ccccc1	-4%	6%	4	-3%	4%	15%	0%	6%	4%	1%	-5%
Cc1ccc(-c2ccc(=O)n(Cc3c(F)cccc3Cl)n2)cc1	8%	18%	-6	2%	-1%	4%	-2%	0%	-22%	-6%	-2%
COc1ccc(OC(C)C(=O)Nc2ccc(F)cc2F)cc1 (stereo not drawn)	/	4%	-8	-6%	1%	3%	4%	-8%	1%	2%	0%
CC(C(=O)c1c[nH]c(C(N)=O)c1)c1ncc(C(F)(F)F)cc1Cl (stereo not drawn)	3%	-1%	4	-2%	3%	13%	1%	2%	-5%	3%	0%
CCOC(=O)N1CCC(n2c(SCC(=O)N3CCCC3)nc3ccccc3c2=O)CC1	-3%	0%	-18	4%	1%	-3%	-1%	-26%	0%	-2%	-1%
CC(C)(CNC(=O)CCC1CCCC1)CNC(=O)CCC1CCCC1	11%	4%	6	4%	0%	?	2%	21%	-10%	-6%	-2%
CC1Cc2cc(S(=O)(=O)NCCc3ccccc3)ccc2N1C(=O)C1CC1 (stereo not drawn)	4%	25%	-21	1%	-2%	4%	-1%	-2%	3%	2%	-9%
Cn1c2ccccc2c2cc(/C=N/NC(=O)c3ccccc3F)ccc21	0%	5%	-2	5%	0%	23µM*	47%[activator]	-11%	3%	?	0%
O=C(Nc1ccc2c(c1)OCO2)N1CCN(C(=O)C2CCCO2)CC1 (stereo not drawn)	2%	-6%	-1	8%[46.1 µM]	-1%	?	-2%	-5%	-10%	14%	-4%
Cc1cccc(C(=O)NC2CC3CCC(C2)N3C)c1 (stereo not drawn)	4%	0%	9	10%	6%	15%	4%	-5%	1%	-1%	-2%
CC1CC(C)CN(C2CCCCC2NS(=O)(=O)c2ccc(Cl)cc2)C1 (stereo not drawn)	-4%	-22%	2	-4%	-1%	-7%	5%	3%	-1%	-1%	-3%
O=C(CCN1CCN(c2ccccc2F)CC1)Nc1ccccc1Cl	15%	13%	7	-6%	-2%	?	6%	-14%	-2%	-11%	0%
COc1cc(CCC(=O)OCC(=O)Nc2c(C)cc(C)cc2C)cc(OC)c1OC	6%	-1%	0	4%[46.1 µM]	7%	?	-1%	-11%	4%	-2%	0%
CCC(C)(C)c1nnc(NC(=O)C2CCN(C(=O)c3ccco3)CC2)s1	-7%	10%	-4	0%	?	1%	1%	-10%	-19%	-1%	-1%
Cn1c(C(=O)N2CCCC(C(=O)N3CCN(C(=O)c4ccco4)CC3)C2)cc2sccc21 (stereo not drawn)	-3%	-2%	-10	3%	4%	?	-3%	-2%	16%	16%	-1%
O=C(c1ccccc1)N1N=C(C(F)(F)F)CC1(O)c1ccc(F)cc1 (stereo not drawn)	18%	0%	23	/	12%	-16%	-5%	5%	1%	?	-2%
COc1ccc(N2CC(O)=C(c3nc4ccccc4s3)C2=N)c(OC)c1	8%	-4%	-10	0%	-1%	-14%	0%	-20%	1%	2%	-3%
O=C(/C=C/c1ccc(Cl)c(Cl)c1)NCc1ccco1	0%	15%	-4	1%[46.1 µM]	7%	21%	1%	23%	4%	?	-12%
COC(=O)c1cc(OC)c(OC)cc1NC(=S)Nc1cccc(Cl)c1	-11%	3%	21	0%	0%	14%	2%	11%	2%	3%	2%
CN(C)S(=O)(=O)N1CCN(S(=O)(=O)N2CCOCC2)CC1	-1%	-4%	6	4%	5%	6%	3%	-14%	-4%	-2%	-1%
Cc1ccc(C2(C)NC(=O)N(CC(=O)Nc3cc(S(=O)(=O)N4CCOCC4)ccc3C)C2=O)cc1 (stereo not drawn)	-1%	-2%	9	-12%[46.1 µM]	-7%	1%	3%	2%	6%	0%	-2%
CCOC(=O)C1CCN(Cc2nc(-c3ccc(OC)c(OC)c3)no2)CC1	0%	-5%	1	-2%	-2%	?	0%	-25%	3%	-16%	-3%
COc1ccc(S(=O)(=O)N2CCCCC2)cc1NC(=O)CCc1nc2ccccc2c(=O)[nH]1	3%	1%	9	1%	-5%	?	-1%	2%	-14%	-5%	-1%
CCOC(=O)Cn1nnnc1C(C(C)C)N(Cc1cccs1)Cc1cc2cc(C)ccc2[nH]c1=O (stereo not drawn)	3%	11%	5	0%	0%	?	-22%	-37%	-7%	?	5%
Cc1nn(C)cc1CNC(=O)/C=C/c1cnn(C)c1	6%	-4%	2	0%[46.1 µM]	-1%	-10%	1%	10%	5%	-2%	0%
Cc1cc(C(=O)Cn2nc(C(=O)O)c3ccccc3c2=O)c(C)n1CCc1ccc(Cl)cc1	2%	0%	-15	-3%	1%	8.2µM*	-15%	2%	-3%	3%	1%
CCOc1ccc2ccccc2c1/C=N/NC(=O)CC1(C)OCCCO1	-3%	2%	4	-1%[46.1 µM]	7%	10%	16%	0%	-13%	-2%	-4%
